# GRP78 ERSR act: ER stress response induction in glioma; U87-MG GRP78 promoter luciferase reporter, 16 h; Potency, µM, without a hit: top-dose activation, actives largely listed as activators; hit rate 0.02% among 420,000; active means well fitted activation curve with a large enough effect; further: series mostly up to about 76 µM; % of control where 0% means no effect; nearly all actives have a fitted effect of over 35% in size
#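 ERSR induction read as luciferase luminescence (Bright-Glo, 10 min at room temperature) in stably transfected human U87-MG glioma cells exposed to compounds for 16 h, using GRP78 as sensor.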
# * = called active by the depositor; & = joins results of further samples. Potency means the concentration at half of the fitted maximal effect.
SMILES	GRP78 ERSR act
Cn1nccc1C(=O)NCC1CCC2(CCN(Cc3ccc(-c4ccc(Cl)cc4)o3)CC2)O1 (stereo unspecified)	0%
COc1ccc(C2(C(=O)NCC3Cc4cccc(-c5cccnc5)c4O3)CCCC2)cc1 (stereo unspecified)	-6%
COCCn1c(=O)c(-c2cccs2)nc2cncnc21	-2%
O=C(O)c1cc(Oc2ccc([N+](=O)[O-])cc2)cc(Oc2ccc([N+](=O)[O-])cc2)c1	3%
CC(=O)N1CCC2(CCN(Cc3nccs3)CC2)CC1	-5%
O=S(=O)(c1ccccc1)N1CCC[C@@]2(CCN(c3ccccc3)C2)C1	-5%
O=C(NCC1CCC2(CCN(Cc3cccc4cccnc34)CC2)O1)c1ccco1 (stereo unspecified)	1%
C=C1C(=O)OC2C1CC/C(C)=C/CCC1(C)OC21 (stereo unspecified)	-11%
CC[C@H](C)[C@H](NC(=O)[C@H](CC(C)C)NC(=O)[C@H](CC(N)=O)NC(=O)[C@@H](NC(=O)[C@@H](N)Cc1ccc(O)cc1)[C@@H](C)CC)C(=O)N[C@@H](Cc1ccc(O)cc1)C(=O)N[C@@H](CCCN=C(N)N)C(=O)N[C@@H](CC(C)C)C(=O)N[C@@H](CCCN=C(N)N)C(=O)N[C@@H](Cc1ccc(O)cc1)C(N)=O	-6%
COc1ccc(C(=O)N2CCC3(CCN(Cc4nccs4)CC3)CC2)cc1	-3%
COc1ccc(NC(=O)N2CC3(CCN(C(=O)c4cnccn4)CC3)C2)cc1	-4%
C=C[C@](C)(O)CCC1C(=C)CCC2[C@@](C)(CO)CCC[C@@]12C (stereo partly specified)	-3%
COc1ccc(C(=O)N2CCC3(CC2)CCN(c2cccc(-c4ccccc4)c2)CC3)cc1	-3%
CC(=O)c1ccc[nH]1	1%
O=c1c(-c2ccc(F)cc2)nc2cnc(Nc3ccccc3)nc2n1C1CC1	-4%
COC(=O)CC1C(C)(C)C(O)C2CC3=C4C=C(OC)OC(c5ccoc5)[C@]4(C)CCC3[C@@]1(C)C2=O (stereo partly specified)	-3%
COC(=O)N1CCC2(CCN(C(=O)Nc3ccccc3)CC2)CC1	-3%
O=P(O)(O)O[C@@H]1[C@H](O)[C@H](O)[C@@H](OP(=O)(O)O)[C@H](OP(=O)(O)O)[C@H]1O	-2%
O=c1c(-c2ccc(F)cc2)nc2cnc(N3CCNCC3)nc2n1-c1ccccc1	-1%
CO[C@H]1COC(=O)C/C=C\[C@H](C)COC(=O)[C@@H](C)NC(=O)C/C=C\[C@@H]1C	-3%
COc1ccc(Oc2ncc3nc(-c4cn(C)c5ccccc45)c(=O)n(C4CC4)c3n2)cc1	-4%
O=C(c1cscn1)N1CCOc2ccc(CN3CCC(Oc4cccnc4)CC3)cc2C1	-5%
COc1cccc(Nc2ncc3ncc(=O)n(C)c3n2)c1	1%
CCCCCCCCCCCCC/C=C/[C@@H](O)[C@H](CO)NC(=O)CCCCC	1%
CCOc1cccc2oc(-c3ccccc3Cl)cc(=O)c12	-6%
COc1cc(-c2ccc(N=Nc3ccc4c(S(=O)(=O)O)cc(S(=O)(=O)O)c(N)c4c3O)c(OC)c2)ccc1N=Nc1ccc2c(S(=O)(=O)O)cc(S(=O)(=O)O)c(N)c2c1O	-10%&-3%
O=C1c2ccccc2C(=O)C1c1ccc(F)cc1	-2%
CC1(C)OC(C(O)(c2cc(C(F)(F)F)cc(C(F)(F)F)c2)c2cc(C(F)(F)F)cc(C(F)(F)F)c2)C(C(O)(c2cc(C(F)(F)F)cc(C(F)(F)F)c2)c2cc(C(F)(F)F)cc(C(F)(F)F)c2)O1 (stereo unspecified)	-4%
COc1ccccc1-c1nc(NC2CC2)c2ccccc2n1	-1%
O=C(NCC1CCC2(CCN(Cc3cccn3-c3ccc(Cl)cn3)CC2)O1)c1ccccc1 (stereo unspecified)	-6%
C[C@@H](N)CCCP(=O)(O)O	-5%
CCc1c(C(=O)NCCc2ccc(N3CCCCC3)cc2)[nH]c2ccc(Cl)cc12	-4%
CC(C)c1c(O)ccc2c1CCC1C(C)(C)CCC[C@@]21C (stereo partly specified)	1%
CCOc1ccc2nc(N3CCCN(CCCn4cccn4)CC3)nc(C)c2c1	0%
CN1CCN(c2ncc3nc(-c4ccc(Cl)cc4)c(=O)n(-c4ccccc4)c3n2)CC1	-4%
COC(=O)C/C=C\[C@@H](C)[C@@H](/C=N\O[C@@H](C)c1cc(-c2c(C)cc(C)cc2C)no1)NS(=O)(=O)c1ccc(C)cc1	-5%
COc1ccc(O[C@H]2C=C[C@@H](c3ccccc3)O[C@H]2CO/N=C(/C)CCC(=O)OC[C@@H]2O[C@H](c3ccccc3)C=C[C@@H]2Oc2ccc(OC)cc2)cc1	2%
COC(=O)CC1=COC(O)C2C(CO)=CC[C@@H]12 (stereo partly specified)	-1%
CC1OC(OCC2OC(Oc3c(-c4ccc(O)c(O)c4)oc4cc(O)cc(O)c4c3=O)C(O)C(O)C2O)C(O)C(O)C1O (stereo unspecified)	-4%
CC(C)NC(=O)N1CC[C@@]2(CCCN(C(=O)c3csnn3)C2)C1	-4%
Cn1cc(-c2nc3cnc(Oc4cccc(Cl)c4)nc3n(C3CC3)c2=O)c2ccccc21	-6%
COc1cccc([C@H]2Oc3ccc(OC)cc3/C(=N\O[C@@H]3O[C@H](COC(C)=O)[C@H](OC(C)=O)[C@H](OC(C)=O)[C@H]3OC(C)=O)[C@@H]2O)c1	-3%
O=C1OC(c2cc(I)c(O)c(I)c2)(c2cc(I)c(O)c(I)c2)c2ccccc21	6%
CS(=O)(=O)N1CCC[C@@]2(CCN(c3ccccn3)C2)C1	1%
COCc1c(C(=O)N2CCN(C3CCCC3)CC2)cnn1-c1nccc(-c2cccs2)n1	3%

# Next section
Structure	GRP78 ERSR act
COc1ccccc1-c1ccnc(-n2ncc(C(=O)N3CCCCC3c3cccnc3)c2C)n1 (stereo unspecified)	2%
COc1cccc(CNC(=O)c2c(OC)cc(=O)n3c2CCN(C(=O)c2cc(F)cc(F)c2)CC3)c1	-5%
Cn1c(=O)c(-c2cccs2)nc2cncnc21	-5%
CC(NC(=O)C1CCOCC1)c1nnc2n1CCN(Cc1ccc(F)cc1)CC2 (stereo unspecified)	3%
COc1ccc(-c2nc3cc(F)ccc3cc2CN(C(=O)c2ccc3c(c2)OCO3)C2CC2)cc1	-4%
CC[C@@H](c1ccccc1)n1c(=O)n2n(c1=O)[C@H]1[C@H](O)[C@H]3O[C@@H]3/C(=N/OC[C@@H](O)COCc3ccco3)[C@@H]1CC2	-4%
COc1cccc(CNC(=O)c2c(OC)cc(=O)n3c2CCN(C(=O)c2ccoc2C)CC3)c1	0%
CCN(CC)C(=S)S	-4%
O=c1c(CN2CCOc3ccc(CN4CCC(Oc5cccnc5)CC4)cc3C2)coc2ccccc12	-2%
FC(F)(F)c1ccccc1-c1cc(NCCN2CCOCC2)ncn1	-3%
C=CCOCC1CN2C(CCC(C)C2c2ccc(Br)cc2)C(=O)O1 (stereo unspecified)	-3%
CN(C)C(=O)c1ccc(-c2cncnc2NCc2ccccc2)cc1	0%
CCN1C(C)=C(C(=O)OC(C)C)C(c2ccccc2Cl)C2=C1COC2=O (stereo unspecified)	-1%
CC(C)=CCc1c(O)cc2oc(C)cc(=O)c2c1O	-7%
CC(=O)[C@]1(O)Cc2c(O)c3c(c(O)c2[C@@H](O[C@H]2C[C@H](N)[C@H](O)[C@H](C)O2)C1)C(=O)c1c(O)cccc1C3=O	-5%
O=C(c1cnn(-c2nccc(-c3ccccc3C(F)(F)F)n2)c1C1CC1)N1CCN(CCO)CC1	-2%
O=C(c1ccncc1)N1CCC[C@@]2(CCN(Cc3cc(C(F)(F)F)cc(C(F)(F)F)c3)C2)C1	-3%
CC(C)CCC[C@@H](C)[C@@H]1CC[C@H]2C3=CC=C4CC(O)CC[C@]4(C)[C@H]3CC[C@@]21C (stereo partly specified)	9%
CC12CCCC(O)(C1)C1CC(C)(C)C1CC2 (stereo unspecified)	-3%
COc1ccc2[nH]cc(CCNc3ncncc3-c3c(C)noc3C)c2c1	2%
N#Cc1ccc(CN2CC3(CCN(C(=O)c4cnccn4)CC3)C2)cc1	-6%
Cc1cccc(/C=C/c2ccccc2)n1	-6%&0%
COc1ccc(CN2CCOc3c(cc(-c4cccc(OC)n4)cc3OC)C2)c(O)c1	-7%
CC1CN(CCC(=O)N2CCCC(C(=O)c3nccn3C)C2)Cc2cc(Cl)ccc2O1 (stereo unspecified)	-6%
CC(=O)OC[C@@H]1O[C@H](C/C=N\OC[C@@H](O)[C@H]2O[C@H]3OC(C)(C)O[C@H]3[C@@H]2O)C=C[C@@H]1OC(C)=O	-5%
CC1CC2OC2/C=C\C=C/C(=O)Cc2c(Cl)c(O)cc(O)c2C(=O)O1 (stereo unspecified)	-12%
CCCCC/C=C/C=C1/C(=O)C=C[C@@H]1C/C=C\CCCC(=O)O	0%&-11%&-3%
COc1ccc(-c2nc3cnc(N4CCNCC4)nc3n(-c3ccc(OC)cc3)c2=O)cc1	-3%
Cc1cccc(CNc2cc(-c3ccoc3)ncn2)c1	-1%
COc1cccc(Cn2c(=O)c(-c3cn(C)c4ccccc34)nc3cnc(N4CCNCC4)nc32)c1	-12%
Cc1cnc(CNc2ncncc2-c2ccccc2CN(C)C)cn1	-3%
O=C(NCC1Cc2cccc(-c3ncccn3)c2O1)C1CCCO1 (stereo unspecified)	-4%
COc1ccccc1C1CN(Cc2cccc(OCCO)c2)Cc2ccccc2O1 (stereo unspecified)	-2%
CCC1OCCC=CC1C (stereo unspecified)	-3%
COc1ccc(-c2oc3ccccc3c(=O)c2O)cc1	2%
COC(=O)c1ccccc1C(=O)NCc1nc(N2CCCC2)c2cccc(C)c2n1	-2%
O=c1[nH]c(=O)n([C@@H]2C[C@H](O)[C@H](CO)O2)cc1I	-3%
CCCCC/C(C=O)=C/c1ccccc1	-2%
COC(=O)N1CCC2(CC1)CN(C(=O)Nc1ccccc1)C2	1%
Cc1ccccc1C1CC(=O)Oc2cc(C)c(Cl)c(C)c21 (stereo unspecified)	-4%
N#Cc1ccc(CN2CC[C@@]3(CCCN(S(=O)(=O)c4ccccc4)C3)C2)cc1	-3%
Cc1cccc(/C=C\c2ccccc2)n1	1%
O=c1ccn(C2OC(COP(=O)(O)OC3C(CO)OC(n4ccc(=O)[nH]c4=O)C3O)C(O)C2O)c(=O)[nH]1 (stereo unspecified)	-2%
C[C@]12CCC3c4ccc(O)cc4CCC3C1CCC2OC(=O)CCC1CCCC1 (stereo partly specified)	-6%
COC(c1ccc2c(c1)CN(C(=O)Cn1nc(C)c3ccccc3c1=O)CCO2)C1CCCCC1 (stereo unspecified)	-2%
Cc1cc(C(=O)O)ccc1[C@H](N)C(=O)O	1%&-1%
C[C@@H](NCc1cc(Br)cc2[nH]c(=O)c(=O)[nH]c12)P(=O)(O)O	-3%
CC1C=CCCOC1c1ccccc1 (stereo unspecified)	-5%
O=c1c(O)c(-c2ccc(O)cc2)oc2ccc(O)cc12	-4%
C[C@@]12CCc3occc3[C@H]1CC[C@@]13C[C@@H](CC[C@H]12)[C@@](O)(CO)C3	-5%
COCCn1c(=O)c(CCc2ccccc2)nc2cnc(OC)nc21	-4%
CC(C)C(=O)NC(=O)C1CCCN1C(=O)/C=C/c1ccccc1 (stereo unspecified)	-6%
COC(=O)N1CCC2(CCCN(c3ccccn3)C2)CC1	-3%
Cc1cc(-c2ccnc(-n3ncc(C(=O)NCCc4ccncc4)c3C)n2)c(C)s1	-1%
CN(Cc1ccco1)c1cc(-c2cccc(C#N)c2)ncn1	-3%
NCCO/C=C/[C@H](N)C(=O)O	-2%
CC(C)N(CCO)Cc1nc(N2CCOCC2)c2cc(Cl)ccc2n1	-1%
CCNc1ncc2nc(-c3cn(C)c4ccccc34)c(=O)n(CCC#N)c2n1	-5%
CC(=O)N1CCC2(CC1)CCN(c1ncccn1)CC2	-4%
O=C1[C@@H]2[C@H]3[C@H](O)[C@H](O)C/C(=N/OC[C@@H](O)COCc4ccco4)[C@@H]3CC[C@H]2C(=O)N1c1ccc(F)cc1F	-4%

# 7 entries out of the list above, arranged by the value under GRP78 ERSR act, rising:
Structure	GRP78 ERSR act
C[C@]12CCC3c4ccc(O)cc4CCC3C1CCC2OC(=O)CCC1CCCC1 (stereo partly specified)	-6%
C[C@@]12CCc3occc3[C@H]1CC[C@@]13C[C@@H](CC[C@H]12)[C@@](O)(CO)C3	-5%
COCCn1c(=O)c(CCc2ccccc2)nc2cnc(OC)nc21	-4%
N#Cc1ccc(CN2CC[C@@]3(CCCN(S(=O)(=O)c4ccccc4)C3)C2)cc1	-3%
O=c1ccn(C2OC(COP(=O)(O)OC3C(CO)OC(n4ccc(=O)[nH]c4=O)C3O)C(O)C2O)c(=O)[nH]1 (stereo unspecified)	-2%
Cc1cc(-c2ccnc(-n3ncc(C(=O)NCCc4ccncc4)c3C)n2)c(C)s1	-1%
Cc1cccc(/C=C\c2ccccc2)n1	1%

# Carrying on.
Structure	GRP78 ERSR act
CCc1cc2c(nc1CC)CCN(CC/C(C)=N/OC[C@@H](O)COCc1ccco1)C2	-5%
CC12CC3(O)OC(O1)C1(COC(=O)c4ccccc4)[C@@H]3CC21O[C@@H]1O[C@H](CO)[C@@H](O)[C@H](O)[C@H]1O	-4%
CC(C)C(NC(=O)c1ccoc1)c1nnc2n1CCN(Cc1ccc3c(c1)Cc1ccccc1-3)CC2 (stereo unspecified)	-6%
COc1ncc2nc(-c3cc(F)cc(F)c3)c(=O)n(C3CC3)c2n1	-4%
COCCn1c(=O)c(-c2ccc(OC)cc2)nc2cnc(N3CCN(C)CC3)nc21	-1%
FC(F)(F)c1ccccc1-c1nc(NCc2cccs2)c2ccccc2n1	-2%
O=c1c(-c2cccc(Cl)c2)nc2cncnc2n1Cc1ccccc1Cl	-4%
OC1OC[C@@H](O)[C@@H](O)[C@@H]1O (stereo partly specified)	-2%
COC(=O)C1=C(C)NC(C)=C(C(=O)OCCSc2ccccc2)[C@@H]1C	-2%

# High-throughput results: PubChem BioAssay, National Center for Advancing Translational Sciences (NCATS)

# Not all compounds are listed (hit frequency here may not be typical).
